Bioassay records deposited in PubChem by National Center for Advancing Translational Sciences (NCATS).
Tau fibril ThT: blocks human tau fibril formation measured by thioflavin T; recombinant tau K18 P301L, heparin-induced fibrillization, ThT fluorescence; P10636; Potency, µM (top dose mostly 57.4 µM), inactives show top-dose activity, negative = inhibition, usual class: inhibitors; 2.1% of 270,000 active; note: % is set by controls: 0 for no effect and ±100 for the full control effect; nearly all actives have a fitted effect of over 55% in size
Target sequence (P10636 561-689 P618L limits assumed): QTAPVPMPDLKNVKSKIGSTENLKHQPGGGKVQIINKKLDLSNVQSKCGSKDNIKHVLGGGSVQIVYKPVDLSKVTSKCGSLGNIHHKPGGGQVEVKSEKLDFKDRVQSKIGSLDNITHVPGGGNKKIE
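ThT emission at 510 nm, taken 1 hr after adding 30 uM dye, quantifies aggregates formed when 20 uM heparin acts on human tau K18 P301L for 6 hr at 37 C.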
HTT ATP protect: protects HTT-Q103 PC12 cells, measured by ATP. PC12 HTT-Q103 induced, cytoprotection, ATP luminescence, 40 h. 0.14% of 230,000 active. Potency, µM (series often up to 56.4 µM), for inactives: cytoprotection (ATP increase), usual class: activators. AID 1471;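 note: % of control where 0% means no effect; nearly all actives have a fitted effect of over 45% in size; toxic huntingtin expression switched on by the ecdysone agonist tebufenozide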
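Compounds were screened for protection of PC12 cells against cell death after tebufenozide induction (100 nM final) of mutant Huntingtin exon 1 (Q103) fused to GFP.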
Tau fluor counter: counter-screen for tau fibril formation inhibitors; tau K18 P301L Alexa594 fluorescence, heparin fibrillization; Potency, µM (titrated, usually from 57.7 µM), for inactives: at the top dose activity change, negative = decrease; 0.93% of 280,000 active; note: % is set by controls: 0 for no effect and ±100 for the full control effect; nearly all actives have a fitted effect of over 55% in size
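Human tau K18 P301L (15 uM unlabeled, 0.24 uM Alexa 594-labeled) in 100 mM sodium acetate pH 7 with 20 uM heparin, 6 hr at 37 C. ThT 30 uM added, 1 hr ambient; Alexa 594 FP and total fluorescence read at 555/632 nm.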
L3MBTL1 inh: blocks human L3MBTL1. Q9Y468. Potency, µM (doses to about 57.1 µM), for the others: at the top dose activity, negative = inhibition, most hits filed as inhibitors. 0.66% of 230,000 active. AlphaScreen L3MBTL1–H3K9me1 peptide binding; note: % is set by controls: 0 for no effect and ±100 for the full control effect; nearly all actives have a fitted effect of over 60% in size
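L3MBTL1 (50 nM) pre-complexed 30 min with biotinylated H3(1-15)K9me1 peptide (75 nM), then compounds added for 30 min at room temperature; AlphaScreen streptavidin donor/nickel chelate acceptor beads (10 ug/mL final) read after 30 min dark incubation.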
RECQ1 helicase: blocks DNA unwinding by human RECQ1; P46063; RECQ1 DNA unwinding, red fluorescence kinetic read; Potency, µM (highest dose often 57.3 µM), without a hit: top-dose activity, negative = inhibition, actives largely listed as inhibitors; 0.54% of 240,000 active;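 note: plate controls were vehicle for no effect and no enzyme for full effect; nearly all actives have a fitted effect of over 30% in size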
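50 nM RECQ1T1 preincubated 15 min with compound in Tris pH 8.0 buffer with MgCl2, DTT, Tween-20 and 2.5 ug/ml poly(dI-dC); started with 200 nM TAMRA/BHQ-2 forked duplex and 2 mM ATP. Unwinding read as fluorescence (525/598 nm), two reads 2 h apart.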
Tau FP inhib: inhibitors of human tau fibril formation | Potency, µM (doses to about 57.7 µM), without a hit: at the top dose activity, negative = inhibition, usual class: inhibitors | K18 P301L tau heparin fibrillization, Alexa594 FP, 6 h | 0.39% of 280,000 active | AID 1468; note: % is set by controls: 0 for no effect and ±100 for the full control effect; nearly all actives have a fitted effect of over 55% in size
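Recombinant K18 P301L […], labeled with Alexa 594 at 0.24 uM over 15 uM unlabeled; heparin inducer 20 uM final; 37 C, 6 hr; FP endpoint.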
TRb-SRC2 inh: inhibitors of human thyroid hormone receptor beta-SRC2 interaction. P10828. TRbeta-SRC2 peptide binding, fluorescence polarization; receptor liganded with 1 µM T3. Potency, µM (top dose mostly 106 µM), for the others: at the top dose activity change, negative = inhibition, most hits filed as inhibitors. 0.065% of 280,000 active;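 note: plate controls were bound peptide for no effect and peptide without receptor for full effect; nearly all actives have a fitted effect of over 50% in size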
Target sequence (P10828 whole entry, looked up): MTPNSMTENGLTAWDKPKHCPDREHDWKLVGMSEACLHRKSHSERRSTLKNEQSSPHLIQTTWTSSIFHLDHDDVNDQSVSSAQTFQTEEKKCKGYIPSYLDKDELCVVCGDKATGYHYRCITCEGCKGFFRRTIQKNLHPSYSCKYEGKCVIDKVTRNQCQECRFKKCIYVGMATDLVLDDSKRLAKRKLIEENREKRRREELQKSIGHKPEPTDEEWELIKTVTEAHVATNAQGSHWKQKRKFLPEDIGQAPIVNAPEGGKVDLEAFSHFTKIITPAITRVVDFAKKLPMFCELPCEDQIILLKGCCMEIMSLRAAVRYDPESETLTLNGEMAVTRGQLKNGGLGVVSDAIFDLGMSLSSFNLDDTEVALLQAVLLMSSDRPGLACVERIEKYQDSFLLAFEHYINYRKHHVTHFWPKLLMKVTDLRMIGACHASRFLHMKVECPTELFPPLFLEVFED
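Human TRb LBD (0.6 uM) plus Texas Red-labeled SRC2 peptide (20 nM), 1uM T3, 5% DMSO, 5 hr at ambient temperature. Decreased polarization (555/632 nm) flags inhibition; data normalized to free and bound peptide controls.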
TexasRed fluor: alters Texas Red total fluorescence, flagging assay interference. TRb/SRC2 Texas Red total fluorescence interference. Potency, µM (titrated, usually from 106 µM), for the others: top-dose fluorescence change, negative = quenching. 0.29% of 280,000 active. AID 1479; active = well fitted curve in either direction with a large enough effect; inconclusive = small, poorly fitted or top-dose-only effect; note: % is set by controls: 0 for no effect and ±100 for the full control effect
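Human TRβ ligand-binding domain (0.6 uM) and Texas Red SRC2 peptide (20 nM) in Tris buffer with 1 uM T3 and 5% DMSO were incubated with pinned compound for 5 hr at ambient temperature. Total fluorescence was computed as S + 2P (555/632 nm).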
* hit, by the source's call; i = inactive; ? = inconclusive; · = not tested or not shown; & = joins results of further samples; [ ] = dose if it differs, or a comment. Unless noted, calls come from the whole dose curve; as a rule, active = well fitted curve in the direction sought with a large enough effect; inconclusive = small, poorly fitted or top-dose-only effect, or another doubt; inactive = no such curve, though single readings can be large; an effect the other way counts as inactive or inconclusive. Potency is the fitted concentration of half-maximal effect. The list is partial; count on the stated rates, not on these rows.

SMILES	Tau fibril ThT	HTT ATP protect	Tau fluor counter	L3MBTL1 inh	RECQ1 helicase	Tau FP inhib	TRb-SRC2 inh	TexasRed fluor
C#CCCCO/N=C1/C[C@@H](O)[C@@H](O)[C@@H]2[C@@H]3C(=O)N(CCC(=O)OCC)C(=O)[C@H]3CC[C@H]12	-3%[11.5 µM]	-12%[10 µM]	-9%[11.6 µM]	·	-7%[11.5 µM]	?	-6%[11.2 µM]	0%[11.2 µM]
Cc1c(N)cccc1-n1cnnn1	3%	-9%	8%	3%	i	4%	-8%	-1%
COC(=O)c1cc(NC(=O)c2ccco2)ccc1N1CCOCC1	-13%	17%[10 µM]	-11%	10%	-1%	5%	4%	-3%
O=C(CN(C(=O)c1csnn1)c1ccc(F)cc1)NCc1ccc(F)cc1	-8%	-4%[10 µM]	-16%	-7%	-1%	1%	4%	0%
CC(C)(C)OC(=O)N1CCC(c2c(C(=O)NCc3cccs3)cnn2-c2cccc(F)c2)CC1	-7%	·	-16%	·	·	-17%	-7%	-1%
CO/N=C(/c1nonc1N)N1CCN(c2ccc([N+](=O)[O-])cc2)CC1	?	-8%	-18%	-6%	6%	-14%	1%	-8%
CC(C)(C)n1ncc2c(=O)n(Cc3ccc(Cl)cc3)cnc21	-3%	·	-6%	3%	-7%	4%	-3%	-2%
CCN(C(=O)c1cc(S(=O)(=O)N2CCc3ccccc32)cn1C)c1cccc(C)c1	-4%	·	-19%	·	·	0%	-11%	3%
CC(C)Cc1cc(CN2CCC(CO)(Cc3ccccc3)CC2)[nH]n1	-10%	-11%[10 µM]	-14%	-4%	-2%	-7%	3%	1%
CC1CCN(C(=S)SCc2nc(N)nc(Nc3ccccc3)n2)CC1	-7%	20%[10 µM]	?	-9%	-12%	?	0%	-5%
CCN(CC)C(=O)CNC(=O)Cc1ccc(Cl)cc1	2%	-9%	-4%	·	15%	3%	-14%	2%
COCCCNC(=O)CCn1c(=O)c2ccccc2n(CC(=O)Nc2c(C)cccc2C)c1=O	-9%	9%	-1%	·	i	-1%	-8%	-3%
O=C(Cn1c(=O)n(Cc2ccco2)c(=O)c2cc(Cl)ccc21)NCC1CCCO1 (centres undefined)	-3%	3%	-6%	·	-1%	-3%	10%	1%
O=C(NC(=S)NCCN1CCOCC1)c1ccc(F)cc1	-1%	0%[10 µM]	1%	0%	-1%	-6%	1%	2%
COc1ccc(CCNC(=O)CC2SC(=NCCC(C)C)NC2=O)cc1OC (centres undefined)	-4%	19%[10 µM]	-1%	5%	-11%	13%	7%	2%
C/C=C(/C)C(=O)O[C@@H]1c2cc3c(c(OC)c2-c2c(cc(OC)c(OC)c2OC)[C@@H](OC(C)=O)[C@@H](C)[C@H]1C)OCO3	9%	-16%[10 µM]	21%	·	-6%	6%	2%	1%
COc1cccc(N2CC(C(=O)Oc3ccc4ccccc4c3)CC2=O)c1 (centres undefined)	?	-3%	-18%	·	-5%	2%	4%	0%
Cc1ccc(-c2c[n+](=O)c3c(n2[O-])CCC3)cc1	-12%	-2%[10 µM]	-9%	9%	4%	4%	0%	-4%
Cc1cc(C)n(-c2c(F)c(F)c(COC(=O)c3ccccc3)c(F)c2F)n1	-21%	1%	-12%	·	-7%	-2%	7%	-1%
CCn1c2ccccc2c2cc(N=C3SC(CC(=O)Nc4ccccc4)C(=O)N3C)ccc21 (centres undefined)	5%	-17%	?	-2%	-1%	2%	-5%	-5%
CS(=O)(=O)c1ccc(Cn2c3c(c4cc(F)cc(F)c42)CCC[C@H]3CC(=O)O)cc1	?	?	-12%	·	-1%	2%	0%	-2%
CC1CC=C(c2ccccc2)C(=S)N1 (centres undefined)	-7%	3%[10 µM]	-1%	5%	i	2%	0%	-3%
Cc1cccn2c(CN3CCCN(C=O)CC3)c(C(=O)N(C)CCc3ccccc3)nc12	-4%	-23%	0%	?	-9%	0%	0%	0%
Cc1ccccc1N1C(=O)c2cc(S(N)(=O)=O)c(Cl)cc2NC1C (centres undefined)	-6%&-1%	16%	-18%&-7%	-14%	-2%	-15%&-1%	-1%&7%	0%&0%
Cc1ccc(CSCc2ccc(C(=O)NC3CCCC3)o2)cc1	?	-29%	-14%	·	1%	3%	0%	1%

Five compounds from above with just TexasRed fluor and Tau fluor counter:
structure | TexasRed fluor | Tau fluor counter
CC(C)(C)n1ncc2c(=O)n(Cc3ccc(Cl)cc3)cnc21 | -2% | -6%
CCN(C(=O)c1cc(S(=O)(=O)N2CCc3ccccc32)cn1C)c1cccc(C)c1 | 3% | -19%
CC(C)Cc1cc(CN2CCC(CO)(Cc3ccccc3)CC2)[nH]n1 | 1% | -14%
CC1CCN(C(=S)SCc2nc(N)nc(Nc3ccccc3)n2)CC1 | -5% | ?
CCN(CC)C(=O)CNC(=O)Cc1ccc(Cl)cc1 | 2% | -4%

(further entries)
SMILES	Tau fibril ThT	HTT ATP protect	Tau fluor counter	L3MBTL1 inh	RECQ1 helicase	Tau FP inhib	TRb-SRC2 inh	TexasRed fluor
Cc1ccc(N2C(=O)SC(N(CC(=O)O)c3cccc(C)c3)C2=O)cc1 (centres undefined)	-6%	-23%[10 µM]	-4%	2%	i	-5%	2%	3%
COc1ccc(NC(=O)c2oc3ccccc3c2NC(=O)c2ccco2)cc1	2%	-13%[10 µM]	?	-9%	-20%	-14%	-9%	-2%
CNC(=O)CSc1cnc2ccccc2n1	-6%	?	1%	25%	-4%	8%	8%	0%
CC1CCn2c(nc3cc(C(=O)NCCc4ccccc4)ccc32)C1 (centres undefined)	?	·	-5%	·	·	-6%	-8%	-2%
C=CCNC(=O)c1ccccc1NC(=O)c1ccccc1SC	3%	-32%[inhibitor]	-3%	10%	i	-2%	7%	0%
CCC(C)NC(=S)Nc1ccc(C(=O)OC)cc1 (centres undefined)	-4%	14%[10 µM]	-13%	0%	i	-2%	0%[53 µM]	1%[53 µM]
CC1(C)Cc2c(sc3c2c(N)nc(=S)n3Cc2ccc(Br)cc2)CO1	6%	32%[10 µM]	2%	0%	-10%	-6%	-1%	-8%
Cc1ccc2[nH]c3c(=O)n(CC(=O)NC(C)C)ncc3c2c1	-4%	·	-13%	·	·	-9%	-25%	?
CSc1ccc(CN(C)Cc2nc3cc(C(F)(F)F)ccc3c(=O)[nH]2)cc1	4%	·	-8%	-15%	i	9%	1%	0%
CCCn1c(N)c(Sc2ccc(Cl)cc2)c(=O)n(CCC)c1=O	-13%	14%	-16%	·	i	-8%	-9%	-7%
C=C1/C(=C\C=C2/CCC[C@]3(C)[C@@H]([C@H](C)CCCC(C)(C)O)CC[C@@H]23)C[C@@H](O)C[C@@H]1O	?	-22%&25%	-4%&-21%	·	-22%	0%&8%	3%&4%	0%&0%
C1CN(c2nc3nonc3nc2N2C[C@H]3CC[C@H]2C3)CCS1	1%	·	3%	15%	i	-6%	-1%	1%
Cc1cc(NS(=O)(=O)c2ccc(NC(=O)c3ccco3)cc2)no1	6%	3%	2%	·	i	2%	4%	0%
O=C(CCl)N(Cc1ccccc1)c1ccccc1	-4%	-22%[10 µM]	11%	20%	-6%	15%	-5%	-2%
COc1ccc(Cl)cc1N=C1NC(=O)CC(C(=O)Nc2ccccc2C(F)(F)F)S1 (centres undefined)	-8%	·	-20%	·	·	0%	9%	-5%
O=C(Cn1nnc2ccccc21)c1ccc(Cl)cc1	-4%	10%[10 µM]	-9%	13%	i	-2%	0%	-2%
Nn1c(SCC(=O)NCc2ccccc2)nnc1C1CC1	-14%	-4%[10 µM]	0%	1%	-6%	-5%	-4%	0%
CCCSc1nc(=S)n(Cc2ccccc2)c(C)c1C(C)=O	-3%	·	-5%	-7%	i	-5%	-6%	-1%
COc1cc(C(C(=O)NC2CCCCC2)N(Cc2cccs2)C(=O)Cc2c[nH]c3ccccc23)cc(OC)c1OC (centres undefined)	-15%	-3%	-27%	-6%	-2%	14%	-14%	-1%
COC(=O)c1cc2sc(C)cc2n1Cc1ccccc1	-3%	·	-12%	·	·	-3%	1%	2%
Cc1oc(-c2ccc(Cl)cc2)nc1CN1CCCC(C(=O)NCCc2ccc(Cl)cc2)C1 (centres undefined)	?	·	-24%	·	·	-1%	-12%	-1%
COc1ccc(-c2oc3ccccc3c(=O)c2OC(C)=O)cc1	?	·	-2%	14%	10%	-1%	2%	0%
CCN(CCn1cccn1)Cc1nc(-c2ccccc2)no1	-9%	-5%[10 µM]	-17%	7%	-6%	-13%	-7%	0%
CC(=O)Oc1cccc(O)c1	-6%	14%	-7%	·	i	-10%	-3%	-2%
CCOc1ccc(-n2c(=O)c3c(C)c(C)sc3n(Cc3cc(=O)n4cc(Cl)ccc4n3)c2=O)cc1	-7%	·	-7%	·	·	1%	11%	-17%
Continuation:
SMILES	Tau fibril ThT	HTT ATP protect	Tau fluor counter	L3MBTL1 inh	RECQ1 helicase	Tau FP inhib	TRb-SRC2 inh	TexasRed fluor
C=CCOC(=O)C1=C(C)OC(N)=C(C#N)C1c1ccc2c(c1)OCO2 (centres undefined)	?	8%[10 µM]	?	-14%	-4%	-9%	-25%	0%
CC(O)(C#CCN1CCOCC1)c1ccccc1 (centres undefined)	-4%	11%[10 µM]	2%	17%	5%	4%	-6%	0%
Cc1ccc(SCC(=O)N2CCc3ccccc32)cc1	?	5%[10 µM]	-13%	29%	1%	-7%	-3%	1%
CC(C)(C)c1ccc(C(=O)N2CCC(C(=O)NCCC3=CCCCC3)CC2)cc1	-20%	-10%	-5%	2%	-1%	4%	-19%	-2%
O=C(CSc1nccc(=O)[nH]1)Nc1ccc2c(c1)OCCO2	-6%	-31%	-4%	·	-8%	3%	0%	-7%
O=C(O)CCc1nn2c3ccccc3n(CC(=O)O)c2nc1=O	-7%	4%[10 µM]	-2%	18%	-11%	7%	-1%	1%
O=C(NCc1ccccc1)c1ccc(CSc2nc3cccnc3n2Cc2ccccc2)cc1	5%	·	-21%	·	·	8%	-8%	?
